# Screening results (PubChem BioAssay)
# PglD inh = PglD (C. jejuni) enzyme inhibition. 360,000 tested, 0.098% active. inhibition, % at 12.5 µM. purified PglD enzyme, DTNB colorimetric CoA detection; in the data active = inhibition above about 16%, passing the limit was not always enough; inconclusive = no clear call, values can overlap the other calls; note: strong numbers were not always called active
# RAD54 inh = RAD54 (human) branch migration inhibition. Q92698. RAD54 Holliday junction branch migration, FAM/BHQ fluorescence. inhibition, % at 10.4 µM. 360,000 tested, 0.14% active. AID 602329;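 active = mean normalized replicate activity at least 40 and at least half of replicates scoring 40 or more; inconclusive = only one of the two criteria met; inactive = mean below 40 and under half of replicates reaching 40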;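 note: 0% = median of neutral control wells and 100% = median of positive control wells; inhibitors cause a drop in the FAM fluorescence signal; in these data hits start at about 50%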
# Target sequence (Q92698 whole entry, looked up): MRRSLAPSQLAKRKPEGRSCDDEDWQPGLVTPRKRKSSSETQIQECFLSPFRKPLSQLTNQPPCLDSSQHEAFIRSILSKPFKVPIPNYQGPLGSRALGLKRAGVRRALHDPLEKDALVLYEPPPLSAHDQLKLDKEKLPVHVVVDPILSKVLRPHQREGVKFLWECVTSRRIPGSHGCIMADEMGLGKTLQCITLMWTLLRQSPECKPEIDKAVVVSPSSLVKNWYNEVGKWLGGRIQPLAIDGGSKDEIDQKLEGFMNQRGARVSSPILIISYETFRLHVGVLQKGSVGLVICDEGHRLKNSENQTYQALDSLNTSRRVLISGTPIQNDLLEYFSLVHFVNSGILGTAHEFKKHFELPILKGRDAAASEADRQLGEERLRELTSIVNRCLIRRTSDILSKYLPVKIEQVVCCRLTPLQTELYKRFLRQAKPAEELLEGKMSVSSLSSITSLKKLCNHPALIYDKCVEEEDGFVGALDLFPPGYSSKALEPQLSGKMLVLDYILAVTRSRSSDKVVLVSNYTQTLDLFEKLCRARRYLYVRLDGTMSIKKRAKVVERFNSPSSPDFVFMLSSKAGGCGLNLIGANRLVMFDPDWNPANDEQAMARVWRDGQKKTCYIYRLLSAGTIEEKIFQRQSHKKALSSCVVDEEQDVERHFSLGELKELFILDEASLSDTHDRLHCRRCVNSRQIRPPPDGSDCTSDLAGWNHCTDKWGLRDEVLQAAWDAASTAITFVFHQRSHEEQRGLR
# esBAF inh = blocks esBAF chromatin remodeling in mouse ES cells | reporter increase, % at 12.5 µM | AID 602393 | Bmi1-luciferase knock-in reporter, 24 h; 100% = twice the neutral-well signal | 350,000 tested, 2% active; in the data active = activation above about 40%; inconclusive = no clear call, values can overlap the other calls;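 note: 0% = median of the plate's neutral control wells and 100% = double that signal; a rise in the Bmi1 reporter signal indicates esBAF inhibition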
# E-sel inducer = E-selectin induction on HUVECs; P16581; HUVEC E-selectin immunofluorescence imaging; normalized: neutral wells 0, TNF-alpha wells 100; activation, % at 7.58 µM; 260,000 tested, 0.37% active; AID 686992;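 active = mean E-selectin-positive cell signal at least 10% of the positive control, reached in at least 60% of replicates, without over 20% cell loss; inconclusive = no rule given, readout overlaps actives, possibly toxicity-flagged; inactive = the rest, including those meeting only one limit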;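 note: in these data hits start at about 27%; measured in HUVEC primary endothelial cells; signal is the percent of cells scored E-selectin positive by PE staining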
#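 System: HUVEC / Compound: single concentration / Signal: immunofluorescence imaging / Read-out: percent E-selectin-positive cells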
# RAD52 anneal inh = RAD52 (human) annealing inhibition; P43351; recombinant RAD52 DNA annealing, FRET fluorescence; inhibition, % at 18.7 µM; 360,000 tested, 0.46% active; AID 651710;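 active = every replicate showing at least 50% inhibition; inconclusive = mean inhibition at least 50% but not in every replicate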
# Casp6 inh = caspase-6 (human) enzyme inhibition; P55212; purified caspase-6, Z-VEID-R110 cleavage fluorescence; inhibition, % at 12.5 µM; 350,000 tested, 0.53% active; AID 686996;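 active = mean inhibition across replicates at least about 35%, with every replicate also reaching that limit, limit read from the data; inconclusive = only one of the two criteria met; inactive = neither criterion met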;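 note: 0% = median of neutral control wells and 100% = no fluorescence left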
# Target sequence (P55212 24-179 limits assumed): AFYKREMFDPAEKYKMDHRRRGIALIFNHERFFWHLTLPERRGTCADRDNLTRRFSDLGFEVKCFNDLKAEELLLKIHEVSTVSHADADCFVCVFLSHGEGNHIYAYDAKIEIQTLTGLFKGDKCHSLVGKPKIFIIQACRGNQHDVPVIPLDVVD
# Target sequence (P55212 194-293 limits assumed): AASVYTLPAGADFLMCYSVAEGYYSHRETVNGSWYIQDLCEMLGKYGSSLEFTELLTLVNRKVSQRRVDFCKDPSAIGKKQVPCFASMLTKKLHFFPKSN
# ARNT-TACC3 inh = disruptors of human ARNT/TACC3 interaction; Q9Y6A5; AlphaScreen His-ARNT PAS-B/GST-TACC3 binding, luminescence; TACC3 fragment carries E629A point mutation; inhibition, % at 9.99 µM; 390,000 tested, 0.66% active; AID 623870;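 active = mean inhibition of replicates at least 50% and at least half of replicates each reaching 50%; inconclusive = half or more replicates reach 50% but mean below 50%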;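 note: 0% = complete ARNT plus TACC3 wells and 100% = ARNT alone without TACC3; many hits fall short of the cut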
# ERp5 inh = inhibitors of human ERp5. 350,000 tested, 0.05% active. ERp5 insulin aggregation, absorbance 650 nm, 90 min. inhibition, % at 9.99 µM. Q15084;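 active = mean replicate inhibition above about 25%, with every replicate also reaching it, limit read from the data, passing the limit was not always enough; inconclusive = only one of those two criteria met; inactive = neither criterion met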
# The depositor's hits bear a star; ? = inconclusive; / = no result given; & = joins results of further samples. Hits appear at their usual frequency, and some 3.2% of all compounds hit somewhere here.
SMILES,PglD inh,RAD54 inh,esBAF inh,E-sel inducer,RAD52 anneal inh,Casp6 inh,ARNT-TACC3 inh,ERp5 inh
Cc1ccc(CNS(=O)(=O)c2cc3c(cc2C)N(C)CCO3)cc1,-1,3,-1,/,-27,0,4,-7
C[C@@H]1CN([C@@H](C)CO)C(=O)c2cc(C#Cc3ccccc3)cnc2O[C@@H]1CN(C)Cc1ccccn1,-5&5&5,10&3&1,1&0&10,-0.1&-0.3,-28&-13&-3,-5&2&1,12&9,4&1&0
O=C(Cc1cccs1)NCc1cccc(Br)c1,11,4,20,/,2,2,-8,-1
CCNc1nc(NCC)nc(N/N=C(\C)c2ccc(OC)cc2)n1,/,/,/,/,-20,0,34,4
COC(=O)c1cc(C(=O)OC)cc(N2C(=O)CC(Sc3nc(C)cc(C)n3)C2=O)c1 (centres undefined),8,6,-8,/,/,/,17,/
C[C@H]1CN([C@@H](C)CO)C(=O)c2cccc(NS(=O)(=O)c3cccs3)c2O[C@H]1CN(C)Cc1ccc(-c2ccccc2)cc1,-3,5,-2,-2.3,6,-2,3,-2
COc1ccc2sc(-c3ccc(SC)cc3)c(/C=C/c3ccc(OC)c(OC)c3)c2c1,-5,9,-1,0.9,/,/,0,/
CN(C)CCCn1c(SCC(=O)N2c3ccccc3Sc3ccccc32)nc2ccccc2c1=O,-6,6,-2,2.1,69*,-10,24,-5
O=C(NCC(=O)N(c1ccccc1)C(C(=O)NCC1CCCO1)c1ccccc1)c1cccs1 (centres undefined),-3,9,-10,0.2,-13,1,/,1
CC(=O)NC(C)C12CC3CC(CC(C(=O)O)(C3)C1)C2 (centres undefined),3,2,-3,/,/,/,1,/
COCCNC(=O)C[C@H]1C[C@H]2c3cc(NC(=O)CC4CC4)ccc3O[C@H]2[C@@H](CO)O1,-1,-12,-3,-0.2,-6,-1,-10,2
CC(=O)c1nnn(-c2ccc(F)cc2F)c1C,0,-3,/,-0.1,-14,-6,1,6
Cc1csc(=O)n1CCC(=O)OCC(=O)NNC(=O)c1ccc(Br)cc1,1,-8,-1,-1.5,-14,2,/,2
CCc1ccc(Cn2nnc(C(=O)Nc3ccc(OC)cc3OC)c2N)cc1,0,-8,7,0.2,6,-1,4,-9
Cc1c(NC(=O)CSc2nnc(-c3ccco3)n2-c2ccccc2)c(=O)n(-c2ccccc2)n1C,0,1,-1,/,/,/,-2,/
COc1cc(C(=O)OCCc2c(C)nc3nc[nH]n3c2=O)cc(OC)c1OC,-1,-3,-4,-0.2,-2,-1,-22,-8
O=S(=O)(Cc1ccccc1)N1CCCCN2[C@@H](CO)[C@H](c3ccc(-c4cccnc4)cc3)[C@@H]2C1,2,3,0,-0.3,17,0,-3,-1
COC(=O)c1cccc(-c2noc(-c3ccccc3F)n2)c1,2,-19,-35,-0.1,-9,-3,8,-6
Cc1ccc(NC(=O)CCN2CCN(CCO)CC2)cc1,-2,6,3,/,-14,-24,-2,-5
C/C(=N\OCC(=O)OCC(=O)NC(=O)c1ccccc1)c1ccc2c(c1)OCO2,-3,-5,-3,0.4,-7,2,-6,-1
CNC(=O)C[C@@H]1CC[C@H]2[C@H](COc3ccc(NC(=O)c4ccc(C(F)(F)F)cc4)cc3C(=O)N2C)O1,2,-4,13,0.2,/,/,2,/
O=C(C[C@@H]1CC[C@H]2[C@@H](COC[C@H](O)CN2Cc2cc(F)cc(F)c2)O1)NC1CCCC1,-2,3,3,0.0,1,1,-1,-2
C[C@@H]1CCCCO[C@H](CN(C)C)[C@@H](C)CN([C@@H](C)CO)C(=O)c2cc(NC(=O)Cc3ccccc3)ccc2O1,0,7,-10,0.1,-3,1,-3,-3
CCCN(C)C[C@H]1Oc2cc(C#Cc3ccccc3)ccc2S(=O)(=O)N([C@H](C)CO)C[C@H]1C,-1,-4,0,0.0,6,-2,1,6
CCc1[nH]nc2c1C(Cc1ccccc1)C(C#N)=C(N)O2 (centres undefined),-3,-8,5,/,/,/,4,/
COCCNC(=O)C[C@H]1CC[C@@H](NC(=O)NC2CCCC2)[C@H](CO)O1,3,-4,4,0.0,-3,2,0,5
Cc1cccc(NC(=O)c2nc[nH]c2C(=O)N2CCN(C(=O)OC(C)(C)C)CC2)c1,3,-1,1,0.2,-1,4,-1,-3
CC(=O)c1ccc(Sc2ccc(C(C)=O)cc2)cc1,-2,-7,/,0.0,/,/,-3,/
Cc1cc(OCC(=O)OCC(=O)NCCN2C(=O)CSC2=O)ccc1Cl,-7,-9,8,-0.1,-8,2,-5,3
Cc1ccc([C@H]2C[C@@H](O)[C@H](n3cc(-c4ccc(F)cc4)nn3)CN2C(=O)C2CCCCC2)cc1,0,-3,-1,0.0,9,0,/,-1
O=c1c2sccc2nc(SCc2cc(=O)n3cc(Cl)ccc3n2)n1Cc1ccccn1,/,/,/,0.0,-32,3,-7,-4
COc1cccc(NC(=O)CN(C)C(=O)CCN2C(=O)C3CC=CCC3C2=O)c1 (centres undefined),-3,6,-6,1.5,-5,1,18,0
Cc1nc(Cc2ccccc2)sc1CC#N,-4,-3,2,0.0,-8,0,/,3
C[C@H]1CN([C@@H](C)CO)S(=O)(=O)c2ccc(C#CC3CC3)cc2O[C@@H]1CN(C)Cc1cccnc1,0,5,1,0.4,12,2,2,3
O=C(CN(Cc1ccccc1C(F)(F)F)C(=O)CNC(=O)c1ccco1)NC1CCCC1,4,2,-2,/,/,/,-5,/
Cc1nn(Cc2ccccc2)c(C)c1NC(=O)CSc1nc(-c2ccccc2)nc2c1cnn2-c1ccccc1,10,2,-5,/,/,/,-6,/
CCN1C(=O)[C@H]2[C@H]3CN=C(SCc4ccc(C#N)cc4)N3[C@@](CC)(C(=O)OC)[C@H]2C1=O,4,5,-5,0.4,-12,-3,-5,4
COc1ccc(COC(=O)C2=C(C)NC(=O)NC2c2ccccc2OC(C)C)cc1 (centres undefined),-5,-21,-9,/,-4,4,1,2
COc1cccc(C#Cc2ccc([C@H]3[C@H](CO)N4C(=O)CN(C(=O)Cc5cccnc5)C[C@@H]34)cc2)c1,/,/,/,0.0,-1,-1,/,-3
O=C(NCC[C@@H]1CC[C@H](NS(=O)(=O)c2ccccc2F)[C@H](CO)O1)c1ccc(F)cc1,2,-7,1,-0.2,0,0,6,-3
Cc1ccc(C)c(N(C)C(=O)COc2cc(=O)n(C)c3ccccc23)c1,0,-1,6,0.0,0,1,-21,-3
COc1cc(C(=O)OCC(=O)Nc2ccc(C)cc2)cc(OC)c1OC,2,16,-5,1.1,2,0,-3,0
Cc1c(CCO)c(=O)n(-c2ccccc2)n1S(=O)(=O)c1ccc([N+](=O)[O-])cc1,/,/,/,/,-9,-4,0,?
CC(=O)N1c2ccc(S(=O)(=O)N3CCC(C(=O)NCc4ccc(F)cc4)CC3)cc2CC1C (centres undefined),-2,-11,-3,/,-6,22,0,5
Cc1ccc(NC2CCCN(C(=O)CCCN3CCCCC3=O)C2)cc1C (centres undefined),-2,-6,/,-0.7,-18,-1,2,1
CC(C)(C)OC(=O)N1CCC(NC(=O)c2[nH]cnc2C(=O)Nc2ccccc2F)CC1,2,13,0,-0.2,-3,-2,/,-2
CCc1nn(-c2cc(Oc3ccccc3)nc(-c3ccccc3)n2)c(N)c1C#N,8,0,0,/,/,/,-1,/
COc1ccccc1N1CCN(c2nc3ccccc3nc2C(C#N)C(=O)OC(C)C)CC1 (centres undefined),1,1,-1,/,/,/,9,/
CCCNC(=O)c1onc(CSc2ccc(F)c(F)c2)c1C(=O)NCCC,/,/,/,1.1,8,0,/,-1
O=C(NC1CCCC1)c1ccc2c(c1)S(=O)(=O)c1ccccc1C2=O,1,-4,7,0.1,-7,3,1,3

# The listing continues.
SMILES,PglD inh,RAD54 inh,esBAF inh,E-sel inducer,RAD52 anneal inh,Casp6 inh,ARNT-TACC3 inh,ERp5 inh
Cc1ccc2nc3sc(C(=O)N4CCOCC4)c(N)c3cc2c1,4,10,-77,/,/,/,8,/
CN1OC[C@@H]2CN(C(=O)c3cccc4ccccc34)[C@H](c3ccccc3Br)C[C@@H]21,0,7,1,-1.7,-3,-1,/,-1
O=C(CCC(=O)c1ccccc1)Nc1ccccc1OC(F)F,-2,4,6,0.0,-1,-2,-7,0
Brc1ccc(-c2n(-c3ccccn3)c3ccccc3[n+]2-c2ccccn2)cc1,-2,-2,-3,0.1,-24,-6,40,-3
COc1cccc(-c2cccc(NC(=O)C3CCN(Cc4cnn(C)c4)CC3)c2)c1,4,-17,/,/,-16,-2,-7,5
O=C(CC(=O)NC1CCCCC1)N/N=C/c1ccccc1F,/,/,/,4.9,-1,0,/,3
CNC(=O)C[C@H]1CC[C@H]2[C@@H](COC[C@H](O)CN2S(=O)(=O)c2ccc(Oc3ccccc3)cc2)O1,-1,-1,3,0.2,15,-1,-3,2
COc1ccc(CN2C(=O)C(C)=C(C)C2OC)cc1 (centres undefined),3,2,-2,/,-6,1,-6,2
C[C@@H]1CN([C@@H](C)CO)C(=O)c2cccc(NS(=O)(=O)c3ccc(F)cc3)c2O[C@@H]1CN(C)C(=O)Nc1cccc2ccccc12,-1,-2,2,0.0,-7,-2,2,-6
C[C@@H]1CN([C@@H](C)CO)C(=O)c2cc(NS(=O)(=O)c3ccccc3)ccc2O[C@@H]1CN(C)Cc1ccc(C(F)(F)F)cc1,3,-2,2,0.8,6,1,6,-1
O=C(NCCCN1CCOCC1)[C@H]1N[C@H]2c3ccc(C4=CCCCC4)c(=O)n3C[C@H]2[C@@H]1CO,1,6,-7,0.5,-12,2,-2,-8
Cc1onc(-c2ccccc2Cl)c1C(=O)Nc1cccc(S(=O)(=O)NC2=NCCC2)c1,/,/,/,0.5,-4,1,1,-1
O=C(C1CCCCC1)N1CC(=O)N2[C@H](C1)[C@H](c1ccc(-c3ccccc3F)cc1)[C@@H]2CO,/,/,/,-0.2,-5,1,/,-7
CC(C)c1nnc(NC(=O)c2cccc(NC(=O)C(F)(F)F)c2)s1,/,/,/,/,2,0,9,4
COc1ccccc1/C=C/C(=O)Nc1ccc(N2CCOCC2)cc1,3,-1,2,-1.3,13,2,8,1
COc1ccccc1C(=O)NCCC(=O)N1CCCCC1,7,5,/,-0.2,-10,-21,-3,-1
CCn1ncc([N+](=O)[O-])c1C(=O)n1nc(C)cc1C,/,/,/,/,-18,-2,-2,4
CC1(C)CC2CC(C)(CN2C(=O)COC(=O)c2cccc([N+](=O)[O-])c2)C1 (centres undefined),/,/,/,0.0,-2,0,3,-8
O=C(Nc1ccc(-c2nc3cccnc3s2)cc1)c1ccc(Cl)nc1,/,/,19,/,-23,-2,1,-4
CC(=O)N1CCN(Cc2ccc(Br)s2)CC1,/,/,/,/,-3,1,-3,8
OC[C@@H]1CN(Cc2ccc(Cl)cc2)C[C@H](n2cnc3c(NCc4ccc(F)cc4)ncnc32)O1,3,3,-7,/,1,-1,/,-8
CCOC(=O)N1CCN(C(=S)NC)CC1,2,-5,0,/,/,/,-1,/
COc1ccc(C2C3=C(N=C4SCC(=O)N42)c2ccccc2CC3)cc1 (centres undefined),1,-4,7,/,/,/,-8,/
CCCCN(C(=O)C1CC(=O)N(CCc2ccc(OC)c(OC)c2)C1)c1c(N)n(CC(C)C)c(=O)[nH]c1=O (centres undefined),-1,-3,-6,/,-8,0,-3,5
